Screening data (PubChem)
ARFGAP1 inh = inhibits rat ARF GTPase activating protein 1; Q62848; Arfgap1-stimulated ARF1 GTP hydrolysis, GDP FP detection; inhibition, % at 16.5 µM; 0.26% of 360,000 active; AID 651572;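 active = inhibition above a per-plate limit, mean inhibition of low control wells plus 3 SD, cut at about 25% in these data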;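 note: 0% = DMSO wells with enzyme and 100% = wells lacking Arfgap1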
Target sequence (Q62848 1-136 limits assumed): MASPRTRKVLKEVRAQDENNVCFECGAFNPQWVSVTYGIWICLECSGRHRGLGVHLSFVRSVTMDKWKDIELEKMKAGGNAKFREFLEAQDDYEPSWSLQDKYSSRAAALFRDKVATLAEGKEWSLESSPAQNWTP
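Material: rat Arfgap1 catalytic domain, aa 1-136; also added: human ARF1(Δ1-17)-GTP substrate; compound dosing: one concentration, 16.5 µM, DMSO 1.26%; incubation: GTP hydrolysis reaction 2 h at 25 °C; measured by: Tracer-displacement fluorescence polarization with EDTA stop, 620/688 nm; evaluation: % inhibition from polarization; repeats: one replicate per compound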
proKLK7 act = activators of human kallikrein-7 zymogen; P49862; activation, % at 7 µM; 0.9% of 370,000 active; purified proKLK7, EDANS-DABCYL substrate fluorescence; 100% is mature enzyme control, 0% vehicle; AID 652039;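 active = activation above the mean of all tested compounds plus 3 SD, computed per campaign excluding outliers beyond control limits, cut at about 13% in these data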
Target sequence (P49862 whole entry, looked up): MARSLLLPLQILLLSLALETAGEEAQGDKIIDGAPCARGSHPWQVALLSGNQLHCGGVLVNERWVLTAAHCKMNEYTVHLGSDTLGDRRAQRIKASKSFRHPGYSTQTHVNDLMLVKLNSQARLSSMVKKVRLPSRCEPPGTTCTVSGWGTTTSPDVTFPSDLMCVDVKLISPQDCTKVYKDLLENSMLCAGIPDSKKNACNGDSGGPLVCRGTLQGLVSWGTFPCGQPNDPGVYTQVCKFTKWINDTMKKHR
Tn7 DDE FP = DD(E)-Tn7 binding inhibition, primary FP screen | P02675 | FP displacement of FITC-Tn7 peptide from fibrin DD(E); 0% = median of compound wells per plate | AID 720508 | 0.13% of 370,000 active | inhibition, % at 8.3 µM;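 active = inhibition above the mean of compounds falling within the control limits plus 3 SD of them, cut at about 14% in these data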;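 note: 0% = plate median of compound wells and 100% = 10 µM Aha-Tn7 peptide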
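Assay system: Human clot-derived fibrin DD(E) complex | Buffer or medium: Tris/NaCl/CaCl2 buffer, pH 7.8 | Repeats: One replicate per compound | Benchmarks: Aha-Tn7 high control | Measure: % inhibition scaled between sample-field median and high-control FP | Schedule: 10 min plus 3 h, room temperature | Signal: Fluorescence polarization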
NR1D1 modulator = Rev-erb alpha (human) modulation | P20393 | AID 1259318 | 0.79% of 370,000 active | activity, % at 10 µM | Rev-erbα–FITC-DNA binding, fluorescence polarization, 90 min;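 active = activity above about 14%, limit read from the data; passing the limit was not always enough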;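 note: 0% = DMSO wells with 35 nM protein and 100% = DMSO wells with 750 nM protein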
Tn6 DDE FP = DD(E)-Tn6 binding inhibition, primary FP screen. P02675. Fibrin DD(E) TRITC-Tn6 fluorescence polarization displacement. inhibition, % at 8.3 µM. 0.21% of 370,000 active. AID 720509;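 active = inhibition above a per-campaign cutoff: mean of compounds within control limits plus 3 SD, cut at about 15% in these data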;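 note: 0% = median of all compound wells on the plate and 100% = blocking peptide control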
UHRF1 MBD2 ctr = UHRF1 methyl-DNA binding inhibition. UHRF1 binding to methylated oligo, TR-FRET. 0.75% of 370,000 active. inhibition, % at 4.4 µM. Q96T88. AID 687016; in the data active = inhibition above about 21%;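 note: UHRF1 SRA domain binding a hemimethylated CpG hairpin DNA probe; 0% = median of test compound wells and 100% = reference inhibitor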
ASAP1 inh = blocks human ASAP1-stimulated Arf1 GTP hydrolysis. GDP FP detection. inhibition, % at 16.5 µM. 0.19% of 360,000 active. AID 624377; in the data active = inhibition above about 25%;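 note: 0% = vehicle with enzyme and substrate and 100% = no enzyme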
sPLA2-III inh = Inhibits HGIII-sPLA2 liposome hydrolysis, primary screen; Q9NZ20; QFRET BODIPY PC-A2 liposome hydrolysis, fluorescence; inhibition, % at 12.2 µM; 0.56% of 370,000 active;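 active = inhibition above mean plus 3 SD of compounds lying within the high and low control bounds, cut at about 19% in these data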;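 note: 0% = median of test compound wells and 100% = no enzyme DMSO wells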
Target sequence (Q9NZ20 whole entry, looked up): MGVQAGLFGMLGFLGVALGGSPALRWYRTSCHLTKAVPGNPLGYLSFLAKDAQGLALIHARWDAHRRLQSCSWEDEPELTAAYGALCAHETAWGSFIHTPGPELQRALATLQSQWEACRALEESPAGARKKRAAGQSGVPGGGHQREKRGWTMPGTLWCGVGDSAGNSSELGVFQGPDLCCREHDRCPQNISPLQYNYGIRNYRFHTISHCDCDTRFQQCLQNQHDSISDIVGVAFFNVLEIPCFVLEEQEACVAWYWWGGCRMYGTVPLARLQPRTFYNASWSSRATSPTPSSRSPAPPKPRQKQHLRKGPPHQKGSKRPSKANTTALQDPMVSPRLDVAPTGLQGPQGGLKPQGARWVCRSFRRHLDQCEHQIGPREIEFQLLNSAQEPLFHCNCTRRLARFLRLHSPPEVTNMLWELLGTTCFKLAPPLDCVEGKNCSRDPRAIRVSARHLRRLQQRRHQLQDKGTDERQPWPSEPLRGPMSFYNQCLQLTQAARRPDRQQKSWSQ
PLC-gamma1 inh = blocks human PLC-gamma1 enzyme activity. P19174. purified PLC-gamma1, fluorogenic substrate, fluorescence. inhibition, % at 12.2 µM. 0.84% of 370,000 active; in the data active = inhibition above about 9.5%
PLCb3 inh = inhibitors of human phospholipase C beta3 | Q01970 | 0.18% of 370,000 active | Purified PLC-beta3, fluorogenic substrate, fluorescence | inhibition, % at 12.2 µM; in the data active = inhibition above about 11%;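 note: 0% = median of compound wells on plate and 100% = full blocker control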
An asterisk follows results filed as active; i = inactive; / = not tested or not shown. Random draw from the library; 4.5% or so of the library scored in one or more.

SMILES	ARFGAP1 inh	proKLK7 act	Tn7 DDE FP	NR1D1 modulator	Tn6 DDE FP	UHRF1 MBD2 ctr	ASAP1 inh	sPLA2-III inh	PLC-gamma1 inh	PLCb3 inh
Clc1cccc(CNc2ccn3nc(-c4ccccc4Cl)cc3n2)c1	13	-3.7	7	6	-7	-1	2	-16	-19	-36
O=C(O)CCc1ccc(S(=O)(=O)Nc2cc(C(F)(F)F)ccc2N2CCCC2)cc1	-1	0.2	3	3	-1	6	-7	-4	-2	-10
Nc1c(C(=O)N2CCCC2)sc2nc(-c3ccccc3)ccc12	-1	0.7	-8	4	10	-2	10	-4	-116	-170
Cc1ccc(-c2nc3ccccc3o2)cc1NC(=S)NC(=O)/C=C/c1ccco1	3	0.1	0	-8	1	0	-3	-6	-5	-10
O=C(CN1C(=O)c2ccc([N+](=O)[O-])cc2C1=O)Nc1cc(S(=O)(=O)N2CCOCC2)ccc1Cl	-2	0.2	-1	0	-2	2	-7	13	3	-7
CC(C)CC(=O)Nc1ccccc1N1CCOCC1	-13	-0.1	5	-5	-1	7	-7	0	-2	-3
O=C(NCC(O)c1ccc([N+](=O)[O-])cc1)c1cccc(S(=O)(=O)N2CCCC2)c1 (configuration not stated)	9	0.1	-2	2	-2	2	-3	7	5	-3
OC(c1cc(Cl)cc(Cl)c1)c1ncc(-c2ccccc2C(F)(F)F)[nH]1 (configuration not stated)	8	0.5	0	-4	3	0	10	-3	-2	4
COC(=O)[C@]12C[C@H](CC(=O)NCCCCc3ccccc3)C(=O)N(Cc3ccco3)C1=C[C@H](C1CCCC1)O[C@@H]2C	/	-0.2	-8	-1	0	-2	/	-21	-2	2
Cc1ccc(-c2nnc3n2N=C(c2ccc(-c4ccccc4)cc2)CS3)cc1	/	0.5	-4	-13	3	-3	/	-10	-1	2
O=C(Nc1cccc(C(F)(F)F)c1)c1cc(-c2ccc(F)cc2)on1	8	0.1	2	-2	0	1	-8	1	7	3
O=C(c1cc2c(s1)CCCC2)N1CCN(c2ccccc2)CC1	11	-0.2	5	4	0	0	-1	-1	0	-5
O=C(O)C1CCCCC1C(=O)Nc1ccccc1C(=O)N1CCN(c2ccc(F)cc2)CC1 (configuration not stated)	12	-0.1	4	-1	2	-1	7	3	0	0
CC(C)c1ccc(NC(=O)C[n+]2ccn(C3=C([O-])c4ccccc4C3=O)c2)cc1	13	0.8	0	-2	6	-6	4	4	0	0
Cc1ccn2c(CN3CCOCC3)c(-c3ccccc3)nc2c1	5	0.1	-6	-2	-3	1	-8	-4	-6	-8
S=C(NCC1CCCO1)N1CCN(Cc2ccccc2Cl)CC1 (configuration not stated)	-7	0.1	-2	-5	2	2	11	9	5	0
N#Cc1ccc(C(=O)N2CCN(C(=O)C3CCCO3)CC2)cc1 (configuration not stated)	2	-0.1	2	3	-5	-1	-5	6	1	-9
Cc1ccc(N(C)C(=O)c2ccc(CNc3c(N4CCC(C)CC4)c(=O)c3=O)cc2)cc1	-10	0.1	1	3	2	-3	0	-3	2	-1
COc1ccc2[nH]c(=O)c(-c3nnn(-c4ccc(F)cc4)n3)cc2c1	3	5.2	2	3	3	-3	-5	-3	-144	-233
O=c1[nH]c(-[n+]2ccccc2)c(/C=N/NC([S-])=Nc2ccccc2)s1	10	0.3	15*	5	-2	-5	5	-24	0	-8
Cn1cc(C(=O)N/N=C/c2ccc([N+](=O)[O-])cc2)c2ccccc21	4	0.2	-3	-9	-3	-3	10	-4	2	-1
COc1cc(OC)c([N+](=O)[O-])cc1/C=N/NC(=O)c1ccncc1	6	-0.2	1	7	-2	-7	18	4	3	5
C/C(=N\Nc1nncc2ccccc12)c1ccc(Cl)c([N+](=O)[O-])c1	-4	-0.3	-6	-9	-9	4	1	1	7	4
CC(=O)N1CCN(C(=O)c2cccc(S(=O)(=O)N3c4ccccc4CC3C)c2)CC1 (configuration not stated)	12	0.1	5	0	4	1	-7	-3	0	0
CCCn1c(SCC(=O)N(C)CC(=O)Nc2ccc(Cl)cc2)n[nH]c1=O	2	0.4	3	-4	2	-3	4	0	4	2
Cc1ccc(S(=O)(=O)NCc2ccc(N3CCN(C(=O)OC(C)(C)C)CC3)cc2)cc1	2	-0.1	-1	4	-2	2	-10	-1	1	-7
O=C(NCC(c1cccnc1)N1CCN(c2ccccc2)CC1)OCc1ccccc1 (configuration not stated)	10	0.3	-2	3	-1	1	2	0	2	3
COC(=O)C1CN(Cc2cn(Cc3ccc(C)cc3)nn2)CCS(=O)(=O)N1Cc1ccc(OC)cc1 (configuration not stated)	/	0.1	3	0	1	2	/	-3	3	4
O=C(COc1ccccc1)NCC(=O)N/N=C/c1ccc(O)cc1O	-8	-8.1	2	-4	4	-5	-7	-12	-12	-18
CN(Cc1ccccc1)Cc1nc2c(c(=O)n(C)c(=O)n2C)n1CCc1ccccc1	1	0.0	4	5	-3	3	0	5	1	-3
O=C(Nc1ccccc1)Nc1nc2ncccn2c1-c1ccc(C(F)(F)F)cc1	/	1.4	4	-1	0	3	/	12	-489	i
COc1ccc(N2CCN(C(=O)NCc3ccc(OC)c(OC)c3)CC2)cc1	-11	-0.7	2	3	2	0	7	9	1	-2
CN(C)c1nnnn1Cc1ccc(Cl)cc1Cl	-3	0.6	2	2	-4	-1	-6	2	4	0
COc1ccc(CCN2CC(C(=O)NCc3cn(C)nc3C)CCC2=O)cc1 (configuration not stated)	-5	-0.7	-2	-1	4	-1	-9	5	3	1
CCN(CC)C(=S)NC(=O)c1ccc(Cl)cc1Cl	8	0.3	-5	-9	-8	2	0	15	4	0
O=C(O)c1ccc2c(c1)-c1cc(C(=O)O)ccc1S2(=O)=O	-6	0.6	-1	-2	-1	-1	-17	0	-103	-3
CCOc1ccc(/C=C2\SC(=S)N(NC(=O)c3ccncc3)C2=O)cc1OC	5	0.1	-7	-3	-6	-4	2	-2	-3	-10
COc1cc(C(=O)Nc2ccc(F)cc2Cl)ccc1OCC(=O)N1CCOCC1	6	-0.5	-2	0	0	0	6	3	-1	-7
Fc1ccc(CN2CCCCCC2)c(F)c1	6	-0.6	-5	2	0	3	12	1	6	3
CCCN1CCN(C(=O)c2noc3c2COc2ccc(C)cc2-3)CC1	11	0.6	-4	-7	3	2	14	-2	-29	-37
O=C(CSc1nc(O)c(C2CCCCC2)c(=O)[nH]1)Nc1ccccc1Cl	3	-0.2	-3	4	3	-1	3	-4	1	-1
COc1cc(-c2nc(Cc3c(F)cccc3Cl)no2)cc(OC)c1OC	-9	-0.2	5	4	-1	-2	2	1	1	0
O=C(NCCc1ccccc1)c1cc(S(=O)(=O)N2CCCCC2)c[nH]1	-3	-0.3	3	-7	4	1	11	-2	-1	1
CCCC(c1nnnn1C1CCCC1)N1CCN(C(=O)c2ccco2)CC1 (configuration not stated)	-2	0.1	3	-4	-5	0	10	4	0	5
COc1cccc(CNC(=O)C2CCN(S(=O)(=O)c3ccc4c(c3)NC(=O)C(C)S4)CC2)c1 (configuration not stated)	2	0.8	7	5	8	0	2	-23	1	-4
N#CC1=C(N)S[C@@H](C(=O)c2ccc(F)cc2)[C@@H]1c1cccs1	-15	-0.1	3	6	5	15	5	-8	-24	-28
COC(=O)c1cc2cc(Cl)ccc2nc1SC	5	-1.0	6	98*	-7	19	-8	13	-6	-17
CCCCn1nnnc1SCC(=O)Nc1cccc(C)n1	0	-0.4	2	-2	4	1	-19	-4	-5	-3

In the list so far, three contain a COOH group.
SMILES	ARFGAP1 inh	proKLK7 act	Tn7 DDE FP	NR1D1 modulator	Tn6 DDE FP	UHRF1 MBD2 ctr	ASAP1 inh	sPLA2-III inh	PLC-gamma1 inh	PLCb3 inh
O=C(O)CCc1ccc(S(=O)(=O)Nc2cc(C(F)(F)F)ccc2N2CCCC2)cc1	-1	0.2	3	3	-1	6	-7	-4	-2	-10
O=C(O)C1CCCCC1C(=O)Nc1ccccc1C(=O)N1CCN(c2ccc(F)cc2)CC1 (configuration not stated)	12	-0.1	4	-1	2	-1	7	3	0	0
O=C(O)c1ccc2c(c1)-c1cc(C(=O)O)ccc1S2(=O)=O	-6	0.6	-1	-2	-1	-1	-17	0	-103	-3

Continuation.
SMILES	ARFGAP1 inh	proKLK7 act	Tn7 DDE FP	NR1D1 modulator	Tn6 DDE FP	UHRF1 MBD2 ctr	ASAP1 inh	sPLA2-III inh	PLC-gamma1 inh	PLCb3 inh
Fc1ccc(C2=Nn3c(nnc3-c3n[nH]c4c3CCC4)SC2)cc1	10	0.3	3	-3	-6	3	5	-4	-1	-1
COc1ccc(-c2cc(C(F)(F)F)nc(-n3cncn3)n2)cc1	6	6.8	0	0	4	-3	8	3	-360	-438
C#CC(CC)(CC)NC(=O)c1c(C)noc1C	1	-0.3	2	7	-4	-2	-8	3	3	1
COc1ccccc1Nc1ncccc1[N+](=O)[O-]	0	0.5	-3	3	9	-5	8	12	4	0
CCOC(=O)C1=C(C)OC(N)=C(C#N)C1C1CCCCC1 (configuration not stated)	3	0.6	7	6	0	-1	-13	-4	0	-1
COc1ccccc1C1C(C#N)=C(N)N(c2cccnc2)C2=C1C(=O)CC(C)(C)C2 (configuration not stated)	-5	1.3	8	-3	8	-1	-12	2	-3	-5
O=C(N/N=C/c1cccc2ccccc12)c1ccc(CN2CCOCC2)cc1	15	-0.3	2	-5	2	-1	-1	2	-7	-12
COC(c1ccccc1)c1nnc(CCC(=O)N(C)CCc2ccccc2)o1 (configuration not stated)	5	-0.5	-1	-2	-9	-2	4	-3	1	2
CC(C)c1ccc(/C=C/C(=O)N2CCCCCC2)cc1	17	-0.1	-2	-7	-1	6	16	3	4	-5
COC(=O)c1c(NC(=O)CSc2nnc(-c3cccnc3)n2Cc2ccco2)sc(C)c1C	9	0.3	-1	3	0	0	7	-12	-7	0
CC1CCc2c(sc3ncn(N)c(=N)c23)C1 (configuration not stated)	-1	-0.1	2	-7	6	-6	-3	-2	2	-8
CC1CC(C)CN(C(=O)COc2ccc(-c3nnco3)cc2)C1 (configuration not stated)	3	-0.5	-1	-3	-4	0	12	2	5	7
O=C(/C=C/c1ccc(S(=O)(=O)NCc2ccco2)cc1)NCc1ccccc1Cl	-1	0.2	1	2	0	-3	-5	-31	0	4
CCC/C=C(\CCC)C(NC(=O)OCC(C)C)c1ccc(C(=O)OC)cc1 (configuration not stated)	8	-0.1	1	2	4	1	-13	-9	0	5
CC(=O)N[C@H]1[C@H]([C@H](O)[C@H](O)CO)O[C@](O)(C(=O)O)C[C@@H]1O	-7	0.1	3	0	-3	-2	9	3	2	-1
